GCN5L2 inh: blocks human GCN5L2 histone acetyltransferase; Q92830; Potency, µM (doses to about 58.9 µM), inactives show at the top dose activity change, negative = inhibition, hits mostly inhibitors; GCN5L2 HAT assay, ThioGlo1 CoA-SH fluorescence; hit rate 0.21% among 390,000
Target sequence (Q92830 whole entry, looked up): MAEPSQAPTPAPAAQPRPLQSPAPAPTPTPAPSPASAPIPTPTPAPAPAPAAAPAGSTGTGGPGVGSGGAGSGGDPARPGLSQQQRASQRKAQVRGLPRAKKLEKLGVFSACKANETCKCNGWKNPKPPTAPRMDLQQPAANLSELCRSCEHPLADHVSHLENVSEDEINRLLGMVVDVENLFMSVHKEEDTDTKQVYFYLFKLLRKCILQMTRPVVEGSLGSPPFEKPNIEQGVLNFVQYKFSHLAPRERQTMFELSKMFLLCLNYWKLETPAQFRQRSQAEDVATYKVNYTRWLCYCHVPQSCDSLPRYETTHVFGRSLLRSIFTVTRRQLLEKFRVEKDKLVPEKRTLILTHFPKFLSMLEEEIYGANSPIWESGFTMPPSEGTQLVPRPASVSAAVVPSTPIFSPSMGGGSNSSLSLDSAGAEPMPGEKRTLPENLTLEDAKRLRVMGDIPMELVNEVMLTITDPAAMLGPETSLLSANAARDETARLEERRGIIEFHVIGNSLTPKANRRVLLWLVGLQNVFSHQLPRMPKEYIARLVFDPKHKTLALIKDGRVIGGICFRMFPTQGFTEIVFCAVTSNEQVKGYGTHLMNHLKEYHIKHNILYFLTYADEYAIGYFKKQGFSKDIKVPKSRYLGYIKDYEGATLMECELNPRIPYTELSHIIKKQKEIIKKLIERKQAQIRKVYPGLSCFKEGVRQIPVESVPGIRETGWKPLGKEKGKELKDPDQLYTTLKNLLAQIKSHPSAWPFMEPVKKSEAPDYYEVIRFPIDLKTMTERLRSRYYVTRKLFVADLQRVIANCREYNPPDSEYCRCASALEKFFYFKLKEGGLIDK
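Enzyme at 20nM final was mixed with library compounds for 15 min at room temperature. Peptide H3(1-25) at 75uM, acetyl-CoA at 70uM and ThioGlo1 at 50uM were then added. Plates were read immediately and after 20 min (Ex340nm/Em540nm).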
DT40 TDP1 no CPT: qHTS for Inhibitors of human tyrosyl-DNA phosphodiesterase 1 (TDP1): qHTS in cells in absence of CPT; DT40 Tdp1-/- hTDP1 cells, no CPT, ATP luminescence, 48 h; Potency, µM (series often up to 46.2 µM), inactives show top-dose activity change, negative = growth inhibition, most hits filed as inhibitors; hit rate 15% among 420,000; further: nearly all actives have a fitted effect of over 55% in size
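Chicken DT40 Tdp1-/- cells stably complemented with human TDP1 were seeded at 400 cells/well with DMSO in place of 20 nM camptothecin. After compound pinning, cells grew at least 48 hr at 37 °C; viability read by CellTiter-Glo luminescence.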
TDP1 cell CPT: DT40-hTDP1 cell growth loss with CPT | Potency, µM (doses to about 46.2 µM), without a hit: at the highest dose activity change, negative = growth inhibition, hits mostly inhibitors | chicken DT40 Tdp1-/-;hTDP1 cells + 20 nM CPT, ATP luminescence, 48 h | hit rate 12% among 420,000; further: nearly all actives have a fitted effect of over 55% in size
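Cell growth measured by CellTiter-Glo luminescence after a minimum 48 h, 37 C compound exposure with 20 nM CPT in Tdp1-knockout DT40 cells stably expressing hTDP1, seeded 400/well; qHTS titration format.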
* = called active by the depositor; ? = inconclusive; . = no result given; & = joins results of further samples. The call rests on the fitted dose curve; in most records, active means well fitted curve in the direction sought with a large enough effect; inconclusive means small, poorly fitted or top-dose-only effect, or another doubt; inactive means no such curve, though single readings can be large; an effect the other way counts as inactive or inconclusive. On the % scale 0 is the no-effect control and ±100 the full control effect; potency means the concentration at half of the fitted maximal effect.

| Molecule | DT40 TDP1 no CPT | TDP1 cell CPT | GCN5L2 inh |
| --- | --- | --- | --- |
| CCOC(=O)c1nn(-c2ccccc2)c(=O)cc1OCC(=O)Nc1cc(C)ccc1C | -25.0% | -9.6% | -0.2% |
| CCc1cc2c(=O)n(-c3ccccc3)cnc2s1 | ? | ? | 1.0% |
| O=C(COc1ccccc1)Nc1sc2c(c1C(=O)Nc1ccccc1)CCCCC2 | 0.461µM* | ? | -8.2% |
| Cc1ccc(S(=O)(=O)NCC(=O)N2CCc3ccccc3C2)cc1 | 9.6% | 13.6% | -3.3% |
| COc1cccc(C2c3c(-c4ccccc4)n[nH]c3C(=O)N2c2ccc(C(=O)O)cc2)c1 (stereo unspecified) | 8.2% | -4.6% | -0.4% |
| CCn1ccc(=N)cc1 | 4.3% | -18.4% | 2.4% |
| O=C(C[N+]1(CC#Cc2ccccc2)CCOCC1)c1ccc(Cl)cc1 | ? | ? | -3.7% |
| COCCOC(=O)c1c(C)nc(SCC(=O)Nc2cccc3ccccc23)c(C#N)c1-c1ccco1 | 29.1µM* | ? | -1.5% |
| NC(=S)NNC(=O)Nc1ccc(Cl)c(Cl)c1 | -25.7% | ? | -4.5% |
| C=C1CCN([C@@H](CC(C)C)C(=O)NCc2ccc(OC)cc2)S(=O)(=O)c2ccccc21 | 23.1µM* | ? | . |
| Oc1c(Br)cc(Br)cc1CNn1cnnc1 | -22.3% | -9.1% | -4.0% |
| O=C1CCCN1CCCn1cnc2c([nH]c3ccc(F)cc32)c1=O | -0.7% | 11.1% | 1.2% |
| COC(=O)c1ccc(CSc2nc3ccccc3o2)cc1 | -19.4% | -8.9% | -0.3% |
| COc1ccc(NC(=O)C(c2ccccc2)N2CCN(c3ccccn3)CC2)cc1Cl (stereo unspecified) | ? | 23.1µM* | -8.3% |
| Clc1nc(NCCN2CCOCC2)nc(NCc2ccccc2)n1 | 7.6% | 0.4% | 0.7% |
| COc1cc(CNC(=O)c2cc(C(=O)NCc3cc(OC)cc(OC)c3)n(C)n2)cc(OC)c1 | ? | ? | 0.8% |
| O=C(N[C@@H]1CC[C@@H](CCNS(=O)(=O)c2ccc(Cl)cc2)O[C@@H]1CO)c1cccnc1 | -23.8% | -1.3% | . |
| COc1ccc2c(C)c(C)c(=O)oc2c1OC | -1.3% | -3.4% | -12.7% |
| O=C(OCC#CCSc1nnc(-c2ccncc2)o1)c1sc2ccccc2c1Cl | ? | ? | 1.2% |
| O=C(O)c1ccc(-c2nc(-c3ccc(Cl)c(Cl)c3)cs2)cc1 | ? | ? | 0.1% |
| COc1ccccc1NC(=O)c1c(C)nn(-c2ccccc2)c1Cl | ? | -29.7% | -5.3% |
| O=C(NCC1CCCO1)c1cccc(Oc2ccccc2)c1 (stereo unspecified) | -0.7% | -19.4% | -10.2% |
| CC1=C([N+](=O)[O-])C(c2cccc(Br)c2)C2=C(N1)c1ccccc1C2=O (stereo unspecified) | 1.84µM* | 1.03µM* | ? |
| O=C(Cc1ccccc1F)Nc1cc(S(=O)(=O)N2CCOCC2)ccc1N1CCCC1 | -2.8% | -8.7% | -2.3% |
| O=C(NCCN1CCN(Cc2ccccc2)CC1)C1c2ccccc2C(=O)N2CCc3ccccc3C12 (stereo unspecified) | -17.0% | -29.8% | -4.0% |
| COc1cccc(C2c3[nH]c4ccccc4c3C[C@H]3C(=O)N(CCCOC(C)C)CC(=O)N23)c1 (stereo partly specified) | 15.4% | 8.1% | 5.4% |
| CN1CCN(c2ccc(-c3cccc4nccn34)cn2)CC1 | ? | ? | . |
| O=C1C2CCCN2C(=O)N1CCCCN1CCN(c2ccccc2)CC1 (stereo unspecified) | -17.7% | -19.3% | -1.5% |
| CC(=O)C1=C(O)C(=O)N(CCCO)C1c1ccccc1 (stereo unspecified) | 1.4% | 0.0% | 2.3% |
| COc1ccc(CCN2C(=NC(C)=O)SC3CS(=O)(=O)CC32)cc1OC (stereo unspecified) | 3.1% | 1.3% | 2.4% |
| CCNC(=O)C(=O)Nc1cc2c3c(c1)CCC(=O)N3CCC2 | 1.7% | 4.9% | -4.4% |
| CCOC(=O)C1CCN(C(=O)Nc2ccc(Cl)cc2)CC1 | -21.3% | -3.4% | -7.8% |
| CCc1nnc(SCc2ccc([N+](=O)[O-])cc2)nc1CC | -25.8% | -17.0% | . |
| COc1ccc(C(=O)C[n+]2ccc(-c3nnc4n3CCC4)cc2)cc1 | -0.3% | -7.3% | 1.4% |
| Fc1ccc(-n2ncc3c(Nc4ccc(Oc5ccc(Cl)cc5)cc4)ncnc32)cc1 | 18.4µM* | ? | -23.0% |
| Cc1ccccc1C(C(=O)NC1CCCCC1)N(C(=O)CNC(=O)c1ccco1)c1cccnc1 (stereo unspecified) | -25.6% | ? | 0.0% |
| COc1ccc(S(=O)(=O)N2CCCCCC2)cc1C(=O)Nc1cc(C)ccn1 | ? | 20.6µM* | -10.4% |
| COc1ccc(OC)c(S(=O)(=O)N2CCN(C34CC5CC(CC(C5)C3)C4)CC2)c1 | 16.4µM* | ? | -9.3% |
| COc1cccc(NC(=O)c2cccc(C(=O)Nc3cccc(OC)c3)n2)c1 | -16.1% | 4.7% | -4.6% |
| COc1cccc(/C=N/Nc2ccccc2C(=O)O)c1O | -1.1% | -8.3% | -3.4% |
| CC1CC(C)CN(C(=O)COC(=O)c2ccc(N3CCCC3=O)cc2)C1 (stereo unspecified) | -19.2% | -28.6% | -1.6% |
| O=C1CCC(Cc2ccccc2)N1 (stereo unspecified) | -5.6% | ? | -1.5% |
| CC1CCCCN1C(=O)c1ccc(C(=O)N2CCCCC2C)cc1 (stereo unspecified) | -13.7% | -17.2% | -0.1% |
| CCOc1cccc2cc(C(=O)NCc3ccc(F)cc3)c(=N)oc12 | 23.1µM* | ? | -10.3% |
| Cc1cccc(NC(=O)c2ccc(CN3CCc4ccccc4C3)cc2)c1C | ? | ? | -1.4% |
| CCCc1cc(C(=O)NCC(C)C)no1 | -15.2% | -29.4% | -8.5% |
| CC1CCCN(CCSc2ccc(Cl)cc2)C1 (stereo unspecified) | ? | ? | -1.6% |
| CC(=O)c1ccc(NS(=O)(=O)c2ccc(C)cc2)cc1 | -5.2% | -15.3% | -4.9% |
| CC(C)c1nn2c(=O)cc(COC(=O)c3ccco3)nc2s1 | 19.7% | -16.4% | 2.9% |
| NC(=O)c1ccccc1NCC(=O)c1ccc(Cl)cc1 | ? | -28.6% | -7.2% |
| COc1cc([N+](=O)[O-])ccc1NC(=O)CCN1C(=O)C2C3CCC(C3)C2C1=O (stereo unspecified) | -7.4% | -22.2% | -1.5% |
| CCc1ccc(-n2c(=O)c3c4c(sc3n(Cc3ccc(C)cc3)c2=O)CCC4)cc1 | -8.7% | -8.0% | -7.3% |
| COc1ccc(N2CCN(CCNC(=O)CCCn3c(=O)[nH]c4cc(Cl)ccc4c3=O)CC2)cc1 | ? | ? | -0.7% |
| O=c1[nH][nH]c2c1[C@H](CCc1cccc(Cl)c1)O[C@H](C1CC1)C2 | ? | -28.3% | . |
| COc1cccc(NC(=O)CN(C)C(=O)c2ccc3c(c2)C(=O)N(CCC(C)C)C3=O)c1 | -7.3% | -23.0% | -8.4% |
| O=c1oc(-c2ccccc2NS(=O)(=O)c2ccc(F)cc2)nc2ccccc12 | -12.2% | -4.9% | -2.7% |

Continued.
| Molecule | DT40 TDP1 no CPT | TDP1 cell CPT | GCN5L2 inh |
| --- | --- | --- | --- |
| COCCN(C(=O)CNC(=O)c1cccs1)C(C(=O)NC1CCCCC1)c1ccco1 (stereo unspecified) | -12.3% | 0.0% | -2.4% |
| COc1ccc(C(NC(C)=O)c2ccc3cccnc3c2O)c(OC)c1 (stereo unspecified) | 2.91µM* | 3.66µM* | -0.2% |
| Cc1cc(NS(=O)(=O)c2ccc(NC(=O)CCCC(=O)O)cc2)nc(C)n1 | 6.1% | 7.5% | 3.0% |
| CCOc1ccc(CNCCCSc2ncccn2)cc1 | -11.3% | -19.7% | -9.7% |
| CC(C)[C@H](NC(=O)c1ccco1)C(=O)OCC(=O)Nc1cccc(F)c1 | -3.0% | 1.0% | -14.3% |
| O=C(OCc1nc2scc(-c3ccccc3)c2c(=O)[nH]1)c1cc(Cl)ccc1[N+](=O)[O-] | -28.3% | ? | -8.7% |
| S=C(NCCc1ccccc1)N1CCN(Cc2ccc(Cl)c(Cl)c2)CC1 | ? | 18.4µM* | -5.4% |
| COc1ccc(C(C)C)cc1S(=O)(=O)Nc1cccnc1 | 8.6% | ? | . |
| CCCC1(C(=O)O)NC(c2ccccc2O)C2C(=O)N(c3cccc(Cl)c3)C(=O)C21 (stereo unspecified) | -13.5% | 4.1% | -9.6% |
| CC(C)CCNC(=O)CNC(=O)c1cccs1 | 2.5% | -5.5% | -4.0% |
| COc1ccccc1CN(Cc1cc2c(C)ccc(C)c2[nH]c1=O)Cc1nnnn1Cc1ccco1 | 18.4µM* | 23.1µM* | -19.5% |
| NC(=O)c1ccsc1NC(=O)CN1C(=O)NC2(CCCC2)C1=O | -4.8% | -10.4% | 5.1% |
| Cn1c(-c2ccccc2)cnc1NCc1cc(Cl)ccc1O | -15.4% | -5.5% | -2.2% |
| Cc1[nH]n(-c2ccccc2)c(=O)c1C=Nc1ccc2[nH]c(=O)[nH]c2c1 | 0.2% | 9.9% | -9.7% |
| CCOC(=O)c1ccc(N2C(=O)c3n[nH]c(-c4ccco4)c3C2c2cccc(OC)c2)cc1 (stereo unspecified) | 18.4µM* | 23.1µM* | -16.9% |
| COc1cccc(C(=O)Nc2nc(-c3ccccc3)c(-c3ccccc3)o2)c1 | ? | ? | -12.1% |

Profiles, quoted from the list. Order of values: DT40 TDP1 no CPT	TDP1 cell CPT	GCN5L2 inh
`COc1cccc(NC(=O)c2cccc(C(=O)Nc3cccc(OC)c3)n2)c1` reads -16.1%	4.7%	-4.6%
`COc1cccc(NC(=O)CN(C)C(=O)c2ccc3c(c2)C(=O)N(CCC(C)C)C3=O)c1` reads -7.3%	-23.0%	-8.4%
`CC(C)c1nn2c(=O)cc(COC(=O)c3ccco3)nc2s1` reads 19.7%	-16.4%	2.9%

(cont.)
| Molecule | DT40 TDP1 no CPT | TDP1 cell CPT | GCN5L2 inh |
| --- | --- | --- | --- |
| CC(C)S(=O)(=O)c1csc(C(=O)NNC(=O)Nc2ccccc2)c1Cl | -29.2% | ? | -22.4% |
| COc1cccc(NC(=O)CN(C)C(=O)CCCc2c[nH]c3ccccc23)c1 | ? | -13.7% | -2.9% |
| Cc1ccc(C)c(NC(=O)CCC(=O)OC(C(=O)c2ccccc2)c2ccccc2)c1 (stereo unspecified) | -1.1% | 4.0% | -4.3% |
| CCOC(=O)C1CCN(C(=O)c2ccc3c(=O)n4nc(Nc5cc(C)ccc5C)sc4nc3c2)CC1 | 18.4µM* | 9.2µM* | -23.0%&-3.4% |
| CC(=O)c1cccc(NC(=O)Oc2ccccc2)c1 | -2.4% | 2.2% | -22.7% |
| CC(=O)c1cccc(NC(=O)C2CCCN(S(=O)(=O)c3ccc(F)cc3)C2)c1 (stereo unspecified) | ? | ? | -20.8% |
| CCCn1c(=O)sc2cc(NC(=O)c3ccccc3OCC)ccc21 | ? | ? | -5.1% |
| Cc1ccc2c(c1)N(CCCC(=O)NCC1COc3ccccc3O1)C(=O)CO2 (stereo unspecified) | -24.7% | -24.7% | -5.6% |
| CC(C)c1ccc(/C=C2\CC/C(=C\C=N\N(C)C)C2=O)cc1 | -24.0% | -13.4% | -10.6% |
| COc1ccc(-c2cnc(N)nc2-c2ccc(OCc3ccccc3)cc2O)cc1 | ? | ? | -5.0% |
| Cc1cccc(-c2nnc(SCC(=O)NC3CCCC3)o2)c1 | -11.4% | 0.7% | -3.5% |
| CC(C)c1c(O)ccc2c1CCC1[C@@](C)(CO)CCC[C@@]21C (stereo partly specified) | ? | ? | -20.8% |
| O=C(NCCc1ccc(Cl)cc1)c1ccc2c(c1)OCO2 | 0.7% | -24.0% | -2.3% |
| CCOC(=O)C1CCCN(Cc2cc(Br)ccc2OC)C1 (stereo unspecified) | -25.3% | -6.6% | -8.3% |
| CC(C)(C)n1nnnc1C(c1cccs1)N(Cc1cccnc1)CC1CCCO1 (stereo unspecified) | ? | ? | -0.4% |
| COc1cc(C(=O)OCC(=O)Nc2ccc(S(=O)(=O)N3CCCC3)cc2)cc(OC)c1OC | ? | ? | -7.0% |
| O=C(CN1CCN(c2ccc(O)cc2)CC1)Nc1ccc2c(c1)OCCCO2 | ? | ? | -4.1% |
| Cc1ccc2sc(N(CCCN(C)C)C(=O)c3ccco3)nc2c1C | ? | ? | -10.7% |
| O=C(Nc1ccccc1F)C1CCN(S(=O)(=O)c2cccnc2)CC1 | 3.3% | -10.5% | -4.0% |
| COC(=O)c1cc(NC(=O)c2cc(-c3ccc(Cl)cc3)oc2C(F)(F)F)ccc1N1CCOCC1 | 18.4µM* | ? | -14.2% |
| CCOC(=O)C1CCCN(C/C(O)=C(\C#N)c2nc(-c3ccc(Cl)cc3)cs2)C1 (stereo unspecified) | -27.8% | 1.0% | -10.4% |
| CC(C)(C)Nc1nc(Cl)nc(Nc2ccccc2)n1 | ? | ? | -1.5% |
